ADAM10 inh – human ADAM10 inhibitors, primary screen, biochemical, QFRET, HTS. Disintegrin and metalloproteinase domain-containing protein 10 (Homo sapiens), O14672. recombinant ADAM10, EDANS/DABCYL FRET peptide cleavage, 3 h. inhibition, % at 7 µM. 370,000 compounds, 0.62% hits. AID 720582, 2013;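 active = inhibition above a per-campaign cutoff equal to the mean of compounds falling between control-based bounds plus 3 SD, cut at about 20% in these data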;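 also: 0% = DMSO wells while the 100% control is not disclosed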
DDE Tn6 FP inh – inhibitors of Tn6 peptide binding to fibrin DD(E), primary screen, biochemical, fluorescence polarization, human fibrin, Tn6 probe; Fibrinogen beta chain (Homo sapiens), P02675; Fibrin DD(E) TRITC-Tn6 fluorescence polarization displacement; inhibition, % at 8.3 µM; 370,000 compounds, 0.21% hits; AID 720509, 2013;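 active = inhibition above a per-campaign cutoff: mean of compounds within control limits plus 3 SD, cut at about 15% in these data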;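 also: 0% = median of all compound wells on the plate and 100% = blocking peptide control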
Tn7 DDE FP – inhibitors of Tn7 peptide binding to fibrin DD(E), primary screen, biochemical, fluorescence polarization, human fibrin, Tn7 probe; Fibrinogen beta chain (Homo sapiens), P02675; FP displacement of FITC-Tn7 peptide from fibrin DD(E); 0% = median of compound wells per plate; inhibition, % at 8.3 µM; 370,000 compounds, 0.13% hits;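 active = inhibition above the mean of compounds falling within the control limits plus 3 SD of them, cut at about 14% in these data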;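 also: 0% = plate median of compound wells and 100% = 10 µM Aha-Tn7 peptide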
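Assay system: human fibrin DD(E) protein / Input: 2 µM fibrin DD(E) / Benchmarks: high control of 10 µM Aha-Tn7 peptide / Measured by: fluorescence polarization of the labelled Tn7 tracer / Medium: Tris buffer with calcium and detergent, pH 7.8 / Timing: 10 min compound pre-incubation, 3 h probe incubation at room temperature / Repeats: one replicate per compound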
proKLK7 act – proKLK7 zymogen activators, primary screen, biochemical, fluorescence intensity. activation, % at 7 µM. 370,000 compounds, 0.9% hits. Kallikrein-7 (Homo sapiens), P49862. purified proKLK7, EDANS-DABCYL substrate fluorescence; 100% is mature enzyme control, 0% vehicle;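 active = activation above the mean of all tested compounds plus 3 SD, computed per campaign excluding outliers beyond control limits, cut at about 13% in these data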
Target sequence (P49862 whole entry, looked up): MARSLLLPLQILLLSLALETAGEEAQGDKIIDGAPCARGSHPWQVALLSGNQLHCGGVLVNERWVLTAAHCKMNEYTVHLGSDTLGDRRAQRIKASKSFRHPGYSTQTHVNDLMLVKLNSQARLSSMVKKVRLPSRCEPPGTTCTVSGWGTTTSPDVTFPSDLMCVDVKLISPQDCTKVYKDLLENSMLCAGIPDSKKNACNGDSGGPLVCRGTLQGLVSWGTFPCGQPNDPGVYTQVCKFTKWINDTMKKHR
LEDGF integ inh – blockers of LEDGF/p75-dependent integrase strand transfer – biochemical, TR-FRET, high throughput, primary screen | HIV-1 integrase (with human LEDGF/p75) | TR-FRET IN-LEDGF/p75 DNA integration, Eu/Cy5 | inhibition, % at 3.7 µM | 370,000 compounds, 0.64% hits | AID 743269, 2014;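 active = inhibition above the screen-wide mean plus 3 SD, cut at about 13% in these data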;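 also: signal is the Cy5 over europium emission ratio at 671 and 618 nm; 0% = plate median of compound wells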
ARFGAP1 inhibitor – inhibitors of rat ARFGAP1 GAP activity, primary screen, biochemical, fluorescence polarization, GDP tracer; inhibition, % at 16.5 µM; 360,000 compounds, 0.26% hits; Arfgap1-stimulated ARF1 GTP hydrolysis, GDP FP detection; ADP-ribosylation factor GTPase-activating protein 1 (Rattus norvegicus), Q62848;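 active = inhibition above a per-plate limit, mean inhibition of low control wells plus 3 SD, cut at about 25% in these data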;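 also: 0% = DMSO wells with enzyme and 100% = wells lacking Arfgap1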
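Assay system: purified rat His6-Arfgap1 residues 1-136 (GAP domain); Reagent: human Δ17 ARF1 bound to GTP; Dosing: 16.5 µM single point, 1.26% DMSO; Times: GTP hydrolysis reaction 2 h at 25 °C; Signal: FP, GDP Alexa 633 tracer displaced from anti-GDP antibody, 620/688 nm; Measure: % inhibition from polarization.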
ASAP1 GAP inh – inhibitors of human ASAP1 ArfGAP activity, primary screen, biochemical, fluorescence polarization | inhibition, % at 16.5 µM | 360,000 compounds, 0.19% hits | Arf-GAP with SH3 domain, ANK repeat and PH domain-containing protein 1 (Homo sapiens), … | AID 624377, 2012 | ASAP1-stimulated ARF1 GTP hydrolysis, GDP FP detection; in the data active = inhibition above about 25%;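 also: 0% = vehicle with enzyme and substrate and 100% = no enzyme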
Target sequence (Q9ULH1 325-724 limits assumed): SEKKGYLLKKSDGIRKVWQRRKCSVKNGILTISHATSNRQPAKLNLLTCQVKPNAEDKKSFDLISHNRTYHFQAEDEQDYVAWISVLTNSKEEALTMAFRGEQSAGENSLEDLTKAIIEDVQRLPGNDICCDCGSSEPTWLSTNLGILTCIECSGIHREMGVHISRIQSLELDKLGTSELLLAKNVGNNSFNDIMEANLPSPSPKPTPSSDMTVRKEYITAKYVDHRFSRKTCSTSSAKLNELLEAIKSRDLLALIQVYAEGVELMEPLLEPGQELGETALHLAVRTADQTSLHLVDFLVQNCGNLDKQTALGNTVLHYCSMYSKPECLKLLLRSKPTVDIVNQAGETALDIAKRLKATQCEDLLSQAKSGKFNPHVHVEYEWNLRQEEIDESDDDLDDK
ADAM17 inh – ADAM17 inhibitors, primary screen, biochemical, QFRET; 370,000 compounds, 0.83% hits; inhibition, % at 6.95 µM; recombinant ADAM17, EDANS/DABCYL FRET peptide cleavage; AID 720648, 2013;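 active = inhibition above the mean of compounds lying between control limits plus 3 SD, set per campaign, cut at about 8.5% in these data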;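 also: 0% = DMSO-only wells as the low control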
TDP2 inh – human TDP2 enzyme inhibitors, primary screen, biochemical, epi absorbance, recombinant enzyme; 370,000 compounds, 0.34% hits; T5PNP hydrolysis, p-nitrophenol absorbance 415 nm; AID 720702, 2013; inhibition, % at 12.8 µM;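 active = inhibition above the mean of all tested compounds plus 3 SD, set per campaign, cut at about 25% in these data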;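 also: 0% = DMSO with enzyme and 100% = buffer with substrate but no TDP2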
Target sequence (O95551 whole entry, looked up): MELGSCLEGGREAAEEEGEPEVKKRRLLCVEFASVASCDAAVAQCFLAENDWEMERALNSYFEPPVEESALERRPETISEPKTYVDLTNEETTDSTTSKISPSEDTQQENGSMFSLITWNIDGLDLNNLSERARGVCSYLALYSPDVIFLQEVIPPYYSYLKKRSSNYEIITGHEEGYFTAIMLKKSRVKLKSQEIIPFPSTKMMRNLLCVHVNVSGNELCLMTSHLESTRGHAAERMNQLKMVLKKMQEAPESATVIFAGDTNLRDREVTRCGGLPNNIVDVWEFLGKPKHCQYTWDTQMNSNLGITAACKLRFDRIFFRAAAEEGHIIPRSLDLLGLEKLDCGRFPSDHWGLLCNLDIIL
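test system = human TDP2 enzyme | input = TDP2 enzyme at 120 nM final | medium = 50 mM Tris-HCl pH 7.5 with Mg2+, KCl, DTT, BSA | also added = T5PNP substrate, 5 mM | times = 2 h at 37 °C | technique = epi absorbance | benchmarks = high control without enzyme, low control DMSO plus TDP2 | replication = each compound tested once, singlicate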
PLC-gamma1 inh – PLC-gamma1 enzyme inhibitors, primary screen, biochemical, fluorescence, purified enzyme; 1-phosphatidylinositol 4,5-bisphosphate phosphodiesterase gamma-1 (Homo sapiens), P19174; fluorogenic substrate; inhibition, % at 12.2 µM; 370,000 compounds, 0.84% hits; AID 720700, 2013; in the data active = inhibition above about 9.5%
Numbers without * were called inactive; i = inactive. Outcome played no part in choosing rows. Share with any hit: about 4.2%.

Order of results: ADAM10 inh	DDE Tn6 FP inh	Tn7 DDE FP	proKLK7 act	LEDGF integ inh	ARFGAP1 inhibitor	ASAP1 GAP inh	ADAM17 inh	TDP2 inh	PLC-gamma1 inh
- COc1ccc(C2=Nc3ccccc3NC(=O)C2N(C(=O)c2cnc(C)cn2)c2ccc(N3CCOCC3)cc2)cc1 (configuration not stated)
 : -4	-5	0	0.4	2	3	-4	-2	7	-4
- Cc1c(C(=O)OCC(=O)NCC2CCCO2)oc2ccccc12 (configuration not stated)
 : -2	4	4	0.2	-2	-2	-14	-4	-5	0
- COC(=O)[C@]12C[C@H](CC(=O)N3CCCC3)C(=O)N(Cc3ccc4c(c3)OCO4)C1=C[C@H](C(C)(C)C)O[C@@H]2C
 : -13	0	9	0.3	-1	9	-7	-4	6	2
- COC(=O)c1cnc2c(C(F)(F)F)cccc2c1OC
 : -15	5	1	-0.3	0	6	-8	-5	10	-1
- O=C(Nc1nnc(-c2ccco2)o1)C1CCCCC1
 : -9	-7	-2	0.1	-2	11	11	-4	7	-2
- CC1(c2cccc(Br)c2)NC(=O)N(CC(=O)c2ccc3c(c2)OCO3)C1=O (configuration not stated)
 : -16	2	-1	0.0	-2	15	15	-5	1	0
- O=C(NCCc1ccc(Cl)cc1)c1cccc(NC2=NC3CS(=O)(=O)CC3S2)c1 (configuration not stated)
 : -5	0	-2	0.6	2	-4	-4	-1	10	-2
- O=C(NCc1ccc(F)cc1)C1CCN(S(=O)(=O)c2cccc3nonc23)CC1
 : 0	-6	9	0.2	1	10	-11	0	4	2
- c1ccc2c(c1)nc1n2CCN1CCNC1CCCCC1
 : 4	3	-5	0.1	3	3	-7	-5	5	-3
- Cc1ccc(NS(=O)(=O)c2ccc(C(=O)NCC(c3ccco3)N3CCCCC3)cc2)cc1 (configuration not stated)
 : -2	-1	3	0.0	-1	5	-10	3	-9	4
- C=C(C)CN(CC)c1nc(N)c(C#N)c(CC#N)c1C#N
 : -75	-11	5	-5.4	-2	5	-6	-23	-1	-260
- c1ccc(Cc2cnc(N3CCN(Cc4ccc5c(c4)OCCO5)CC3)nc2)cc1
 : 5	3	-2	0.5	5	9	-5	11*	-12	9.8*
- CCN(Cc1ccccc1)C(=O)CN1C(=O)COc2ccc(S(=O)(=O)NC3CCCC3)cc21
 : 2	7	4	0.4	-2	6	-5	5	-9	3
- O=C1C2C3CC(C2C(=O)N1c1cccc(Cl)c1)[C@H](O)C3O (some centres not stated)
 : -1	0	7	0.3	1	5	0	0	3	1
- CCOC(=O)c1ccc(NC(=S)NCc2ccccc2)cc1
 : 11	-4	-1	0.4	4	19	8	1	1	2
- C=CCNC(=S)NCc1ccccc1OC
 : 2	2	-4	-0.1	3	3	-10	-3	9	0
- CCOC(=O)C1CCN(Cc2ccc(O)c(OC)c2)CC1
 : -1	7	-5	0.6	2	12	-4	2	-5	12*
- O=C(CN1CCOCC1)N1c2ccccc2Sc2ccccc21
 : -6	-4	-4	-0.3	0	8	-9	-2	13	2
- O=C(O)C1Sc2[nH]c(=O)sc2C2c3cc(Cl)ccc3OC(=O)C12 (configuration not stated)
 : -10	6	-2	-1.1	-4	-1	-3	-5	9	-16
- O=C(Cn1ncc2ccccc2c1=O)Nc1cccc(C(F)(F)F)c1
 : -13	11	0	1.1	0	4	-1	-6	2	3
- CCOc1ccc(-n2c(SCC(=O)N3CCC(C(=O)O)CC3)nc3ccccc3c2=O)cc1
 : 0	-7	1	0.1	2	-6	14	-1	14	0
- Cc1cc(C(=O)CSc2nnc(C3COc4ccccc4O3)n2C)c(C)n1-c1ccc(F)cc1 (configuration not stated)
 : -1	7	5	0.6	0	4	-1	2	6	-2
- O=C(Nc1ccc([N+](=O)[O-])cn1)C1CCCCC1
 : -1	1	-6	-0.1	-3	4	1	-3	4	2
- CCn1cc(S(=O)(=O)CC(=O)Nc2cccc(C)c2)c2ccccc21
 : 5	5	-3	0.5	4	10	4	1	-16	5
- CCN1CCN(c2ccc([N+](=O)[O-])cc2C(=O)c2ccc(Cl)cc2)CC1
 : -1	-5	-6	-0.3	-1	15	6	-3	-2	5
- C/C(CC(=O)Nc1cc(Cl)ccc1Cl)=N\NC(=O)c1ccco1
 : 2	4	-3	0.0	-2	3	-6	0	-6	-3
- CCCNC(=O)c1ccccc1NC(=O)COc1cccc2c1OC(C)(C)C2
 : 1	5	3	-0.3	2	-3	0	-3	-6	-1
- O=C(CSc1ncccn1)Nc1ccc2c(c1)OCO2
 : -17	2	5	-0.1	-2	2	17	-4	2	1
- COc1ccc(-c2nc(S(=O)(=O)c3ccccc3)c(N3CCCC3)o2)cc1
 : 0	1	-3	0.6	0	13	13	2	0	-2
- CN(C)CCNCc1ccc(OC2CCCC2)cc1
 : 4	-4	2	0.5	1	1	7	-5	-6	1
- CC(=O)Nc1ccc(N=c2cc([N+](=O)[O-])cc(Cl)n2O)cc1
 : 6	1	-1	0.1	3	13	4	1	-3	-1
- CC(C)Cc1nnc(NC(=O)CSc2nc(=O)cc(N)n2-c2ccccc2)s1
 : 3	-1	3	0.5	0	-4	-12	-4	1	-1
- O=C(Nc1ccc(S(=O)(=O)N2CCOCC2)cc1)c1cc(-c2ccccc2O)n[nH]1
 : 15	3	-1	-0.1	1	-2	-9	7	5	1
- O=C(NNC(=O)c1cc(-c2ccccc2Cl)nc2ccccc12)c1csc(N2CCOCC2)n1
 : 3	1	3	-0.6	-2	4	-8	-1	11	-7
- C=CCNC(=O)c1cc2cc(Cl)ccc2nc1N
 : i	-1	-2	18*	-1	5	10	-201	-2	-203
- O=C(O)CNC(=O)C1(N2C(=O)c3ccccc3C2=O)CCCC1
 : -1	-1	-1	-0.2	2	-10	-8	1	7	-3
- CCN=C1NC(c2ccc(F)cc2)C(C(=O)OC)=C(C)N1Cc1ccc(C(F)(F)F)cc1 (configuration not stated)
 : -2	-4	-4	-0.2	0	-4	-3	-4	9	-2
- O=C(CSc1n[nH]c(-c2ccc(S(=O)(=O)NC3CCCCC3)cc2)n1)N1CCCC1
 : -107	-6	1	-3.8	-3	-4	-6	-45	8	-36
- O=C1NC2(CCCCCC2)N=C1c1ccc(Br)cc1
 : 13	5	-4	0.8	0	-3	10	-3	-3	4
- O=C(Cn1c(=O)n(Cc2ccccc2)c(=O)c2ccccc21)NCc1ccco1
 : 3	-3	2	-0.9	0	12	-10	-2	3	0
- O=C(Nc1ccccc1C(=O)O)c1cc(S(=O)(=O)N2CCCCC2)c(Cl)cc1Cl
 : 8	-6	-9	0.1	5	-6	3	6	-15	7
- COc1cccc(CNC(=O)Cc2ccc(Br)cc2)c1
 : 0	3	-4	-0.9	0	4	-1	-3	-2	-2
- O=C(C1CCN(S(=O)(=O)c2cnc[nH]2)CC1)N1CCc2ccccc2C1
 : 4	2	-1	0.3	-2	1	0	2	-2	5
- CCNC(=O)NC(=O)CSc1ccc(NC(C)=O)cc1
 : 7	-10	-5	0.0	-2	1	-4	-2	8	1
- CCN(CC)CCCNc1nc(-n2nc(C)cc2C)nc2sc3c(c12)CC(C)(C)OC3
 : -96	9	5	0.3	-3	-6	-5	-34	-11	-4
- CCn1c(O)c2ccc(C(=O)N=NC(=O)c3ccccc3)cc2c1O
 : -8	7	-1	0.1	0	-4	-5	0	3	2
- Cc1ccn(Cc2n[nH]c(=S)n2Cc2ccccc2)n1
 : 3	7	5	-0.4	0	9	-10	-2	-9	2

Of the compounds above, 6 contain an aryl methoxy group:
Order of results: ADAM10 inh	DDE Tn6 FP inh	Tn7 DDE FP	proKLK7 act	LEDGF integ inh	ARFGAP1 inhibitor	ASAP1 GAP inh	ADAM17 inh	TDP2 inh	PLC-gamma1 inh
- COc1ccc(C2=Nc3ccccc3NC(=O)C2N(C(=O)c2cnc(C)cn2)c2ccc(N3CCOCC3)cc2)cc1 (configuration not stated)
 : -4	-5	0	0.4	2	3	-4	-2	7	-4
- COC(=O)c1cnc2c(C(F)(F)F)cccc2c1OC
 : -15	5	1	-0.3	0	6	-8	-5	10	-1
- C=CCNC(=S)NCc1ccccc1OC
 : 2	2	-4	-0.1	3	3	-10	-3	9	0
- CCOC(=O)C1CCN(Cc2ccc(O)c(OC)c2)CC1
 : -1	7	-5	0.6	2	12	-4	2	-5	12*
- COc1ccc(-c2nc(S(=O)(=O)c3ccccc3)c(N3CCCC3)o2)cc1
 : 0	1	-3	0.6	0	13	13	2	0	-2
- COc1cccc(CNC(=O)Cc2ccc(Br)cc2)c1
 : 0	3	-4	-0.9	0	4	-1	-3	-2	-2

3 structures already listed, ordered by SMILES length, smallest number first:
Order of results: ADAM10 inh	DDE Tn6 FP inh	Tn7 DDE FP	proKLK7 act	LEDGF integ inh	ARFGAP1 inhibitor	ASAP1 GAP inh	ADAM17 inh	TDP2 inh	PLC-gamma1 inh
- CCn1c(O)c2ccc(C(=O)N=NC(=O)c3ccccc3)cc2c1O
 : -8	7	-1	0.1	0	-4	-5	0	3	2
- CCN(CC)CCCNc1nc(-n2nc(C)cc2C)nc2sc3c(c12)CC(C)(C)OC3
 : -96	9	5	0.3	-3	-6	-5	-34	-11	-4
- O=C(Nc1ccccc1C(=O)O)c1cc(S(=O)(=O)N2CCCCC2)c(Cl)cc1Cl
 : 8	-6	-9	0.1	5	-6	3	6	-15	7

Assay outcomes: PubChem, The Scripps Research Institute Molecular Screening Center
